FN deposit inh – fibronectin deposition inhibition; inhibition, % at 12.6 µM; AH1F fibroblasts, Alexa488-fibronectin deposition fluorescence, overnight; actives 0.086% (n = 350,000);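 active = mean inhibition across replicates of 30% or more, regardless of how many single replicates reach that level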;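 note: positive control wells lacked labelled fibronectin entirely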
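Material: AH1F fibroblast monolayer depositing Alexa488-labelled fibronectin into matrix / Amount: 10000 AH1F cells per well / Signal: fluorescence 485/525 nm / Medium: DMEM, 2% serum / Compound: single dose, pinned / Incubation: 1 h cell adhesion before compound, then overnight fibronectin incubation / Reagent: Alexa488-FN, 24 nM final / Read-out: inhibition of fibronectin deposition signal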
EWS-Fli inh – inhibitors of EWS/Fli oncoprotein transcriptional activity; actives 0.67% (n = 350,000); inhibition, % at 12.6 µM; A673 NR0B1-luciferase reporter, viability-normalised;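 active = mean inhibition of at least 50% after viability correction, with every replicate also passing that limit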;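 note: firefly luciferase signal divided by Alamar Blue viability fluorescence both relative to DMSO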
PglD DTNB – blocks C. jejuni PglD acetyltransferase activity | purified PglD enzyme, DTNB colorimetric CoA detection | actives 0.098% (n = 360,000) | inhibition, % at 12.5 µM; in the data active = inhibition above about 16%, passing the limit was not always enough; note: strong numbers were not always called active
PGC1a acetyl inh – PGC1a acetylation modulation, inhibitor mode; actives 0.17% (n = 350,000); inhibition, % at 15.6 µM; U2OS PGC1a acetylation, AlphaScreen anti-acetyl-lysine; with virally co-expressed GCN5 acetyltransferase;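 active = every replicate shows inhibition of at least 40%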;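 note: 0% = neutral control wells and 100% = positive control wells; some results beyond the cut were filed as inactive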
PAX8 reporter – inhibitors of PAX8 transcriptional activity in RMG-I cells; RMG-I TPO-luciferase reporter, SteadyGlo, 24 h; inhibition, % at 12.6 µM; actives 1.2% (n = 360,000); AID 652154;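 active = mean replicate inhibition at least 60% with every replicate also reaching 60%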;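 note: luciferase light reporting Pax8 driven TPO promoter activity; plate controls were median of neutral control wells for no effect and mitoxantrone controls for full effect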
LGR2 inh – Drosophila LGR2 receptor signaling inhibition. HEK293 LGR2, CRE-luciferase, bursicon-stimulated, 4 h. inhibition, % at 9.99 µM. actives 0.35% (n = 380,000). AID 720647;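 active = drop in luminescence signal, shown as inhibition above about 50% in the replicate tests, limit read from the data, passing the limit was not always enough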;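 note: agonist challenge used bursicon conditioned medium at about half maximal strength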
S100A4 MyoIIA – blocks human S100A4 binding to myosin IIA peptide; P26447; S100A4/TAMRA-MyoIIA peptide fluorescence polarization; inhibition, % at 10.7 µM; actives 0.14% (n = 360,000);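 active = mean inhibition of at least 70% across replicates, with every replicate also reaching that level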
Target sequence (P26447 whole entry, looked up): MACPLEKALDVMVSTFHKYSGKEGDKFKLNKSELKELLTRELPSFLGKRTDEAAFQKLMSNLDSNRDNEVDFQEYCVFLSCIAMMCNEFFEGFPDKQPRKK
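Material: S100A4 monomer protein | Medium: HEPES pH 7.2 with CaCl2, KCl, NaCl, DTT, Triton | Reagent: Labelled myosin peptide probe, 5 nM | Doses: One dose per compound | Times: 5 min incubation before reading | Benchmarks: Neutral control DMSO, positive control TFP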
ERAP1 inh – ERAP1 (human) enzyme inhibition | actives 0.15% (n = 340,000) | AID 652197 | Q9NZ08 | recombinant ERAP1, Leu-AMC fluorescence, 60 min | inhibition, % at 10.7 µM;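 active = mean replicate inhibition of at least 30%, or all replicates individually reaching that 30% level; inactive = mean below 30% and not every replicate reaching it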;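 note: 0% = neutral control wells and 100% = L-leucinethiol positive control wells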
Target sequence (Q9NZ08 whole entry, looked up): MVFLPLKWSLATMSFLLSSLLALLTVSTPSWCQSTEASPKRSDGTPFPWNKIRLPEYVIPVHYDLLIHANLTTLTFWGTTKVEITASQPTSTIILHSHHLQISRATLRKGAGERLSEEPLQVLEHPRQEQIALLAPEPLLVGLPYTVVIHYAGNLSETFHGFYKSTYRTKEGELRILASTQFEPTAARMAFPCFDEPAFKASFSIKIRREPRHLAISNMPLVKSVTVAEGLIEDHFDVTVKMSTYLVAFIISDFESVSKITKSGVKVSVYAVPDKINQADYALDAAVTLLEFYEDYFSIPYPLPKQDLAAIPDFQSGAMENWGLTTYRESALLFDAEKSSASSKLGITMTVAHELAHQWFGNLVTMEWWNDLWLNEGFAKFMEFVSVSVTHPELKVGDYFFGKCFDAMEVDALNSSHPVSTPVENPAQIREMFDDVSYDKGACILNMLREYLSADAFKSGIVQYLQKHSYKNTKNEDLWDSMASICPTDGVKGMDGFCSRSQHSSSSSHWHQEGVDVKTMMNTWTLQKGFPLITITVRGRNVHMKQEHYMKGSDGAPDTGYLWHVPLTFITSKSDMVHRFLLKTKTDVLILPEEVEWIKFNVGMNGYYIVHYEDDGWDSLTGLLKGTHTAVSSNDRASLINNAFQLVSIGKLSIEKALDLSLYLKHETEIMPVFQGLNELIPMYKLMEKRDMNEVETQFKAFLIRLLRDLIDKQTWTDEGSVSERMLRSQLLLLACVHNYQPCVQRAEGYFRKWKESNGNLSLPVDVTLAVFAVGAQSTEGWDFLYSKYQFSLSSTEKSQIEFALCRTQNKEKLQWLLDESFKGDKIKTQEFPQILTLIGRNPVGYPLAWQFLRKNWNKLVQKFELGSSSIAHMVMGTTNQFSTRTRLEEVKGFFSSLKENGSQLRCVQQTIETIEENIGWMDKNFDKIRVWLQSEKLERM
* hit, by the source's call; / = no result given.

Below each SMILES – FN deposit inh, EWS-Fli inh, S100A4 MyoIIA, PAX8 reporter, ERAP1 inh, PglD DTNB, LGR2 inh, PGC1a acetyl inh
> C[C@@H]1CN([C@@H](C)CO)S(=O)(=O)c2ccc(C#Cc3cccc(F)c3)cc2O[C@H]1CN(C)C(=O)NC1CCCCC1
→ 18.0, 7.1, 11.2, 25.5, -1.5, -0.4, -14.1, 28.6
> CC(C)(O)C#Cc1ccc([C@H]2[C@@H](CO)N3CCCCN(C(=O)c4cccnc4)C[C@@H]23)cc1
→ /, 1.1, 11.0, 4.9, -0.4, 1.8, -7.6, -0.3
> CNc1ncnc2c1ncn2[C@H]1CN(Cc2cccs2)C[C@@H](CO)O1
→ 1.9, 1.1, -0.5, -17.6, 0.8, -3.0, 5.6, /
> Cc1ccccc1C(=O)NC(=S)NC1CC1
→ -3.7, -12.1, -1.2, 31.5, 2.7, 4.3, -8.9, -8.7
> COc1cc(S(=O)(=O)Nc2ccccc2C(=O)N2CCCCC2)ccc1NC(C)=O
→ -4.6, 0.3, -1.1, -0.4, -5.0, 3.1, -1.8, 3.6
> Cc1c(Cc2c(C)n(C)n(-c3ccccc3)c2=O)c(=O)n(-c2ccccc2)n1C
→ 2.1, /, /, 6.4, /, -3.3, 7.8, 4.6
> Cc1ccc(SCc2cn3ccccc3n2)cc1
→ -4.8, -68.9, -0.9, -142.1, -0.2, -2.3, -90.2, /
> Cc1ccc(C2(c3noc(CN(C)CCO)n3)CCCC2)cc1
→ -0.2, 2.6, 0.9, -42.0, -2.8, 0.8, -8.6, -4.7
> O=C(NC(=S)Nc1ccc2oc(=O)ccc2c1)c1ccccc1F
→ 0.2, -11.3, -1.8, -25.6, -1.5, -10.7, -15.2, 4.1
> Cc1ccccc1/[N+]([O-])=C/c1cccs1
→ 3.1, -3.9, -3.0, -7.2, 1.8, 0.1, 7.5, 1.0
> CCC(C)(CC(=O)O)CC(=O)Nc1cc(C(F)(F)F)cc(C(F)(F)F)c1 (stereo unspecified)
→ 0.5, 11.3, 2.6, -15.1, 12.4, /, 7.4, 67.6*
> O=C(c1ccc(CS(=O)(=O)c2ccccc2)o1)N1CCN(c2ncccn2)CC1
→ 7.2, 1.6, 0.7, 9.3, 3.8, -4.2, 20.9, -6.7
> CCOC(=O)c1c(C)[nH]c(C(=O)OCC(=O)Nc2ccc(OC)c(Cl)c2)c1C
→ 8.4, /, /, -7.4, /, 1.0, /, 3.0
> CC(C)C[C@H](NS(=O)(=O)c1ccc(F)cc1F)C(=O)N1CCC[C@H]1C(=O)NCc1ccccc1
→ 7.5, -5.3, 20.6, -1.6, 0.7, /, -4.6, /
> C[C@@H]1CN([C@@H](C)CO)C(=O)c2cccc(NS(=O)(=O)c3ccc(Cl)cc3)c2O[C@@H]1CN(C)C(=O)Nc1ccc(F)cc1
→ /, 4.8, 53.9, -17.7, -0.1, 0.8, 10.3, -14.1
> N#Cc1ccc2nc(-c3ccc(CN4CCC5(CC4)CNc4ccccc45)cc3)c(-c3ccccc3)nc2c1
→ -3.3, 12.5, -4.6, 26.1, 1.0, /, /, /
> CO[C@@H]1CC[C@@H]2CCOc3ccc(C#N)cc3C(=O)N(C)C[C@@H](OC)[C@@H](C)C(=O)N(C)C[C@H]1O2
→ 0.6, 4.9, 2.9, -18.1, -4.6, 2.0, -4.4, /
> N#C[C@H]1[C@@H](c2ccc(-c3ccncc3)cc2)[C@@H](CO)N1C(=O)C1CCCC1
→ -1.7, 21.8, 3.2, 12.4, 2.6, -2.9, 4.0, -0.3
> CCOc1cc(C(=O)OCC(=O)Nc2ccc(Cl)cn2)ccc1OCC(=O)N1CCOCC1
→ 2.6, 3.3, 3.2, -25.4, -2.2, /, -0.2, /
> CCN(N=O)[C@@H](Cc1ccccc1)CN(N=O)[C@@H](Cc1ccccc1)CN(C)N=O
→ 4.4, -0.4, -3.6, 11.4, -1.6, 7.9, -4.3, -12.9
> Nc1ccn([C@@H]2O[C@H](CNCc3cc(Br)ccc3OCc3ccccc3)[C@@H](O)[C@H]2O)c(=O)n1
→ 5.3, 0.3, -8.2, 4.4, 0.1, 0.6, -0.6, /
> Cc1ccc(-n2c(Cc3cccn3C)nnc2SCC(=O)N2CCc3ccccc32)cc1
→ -1.0, /, /, /, /, 0.1, 10.2, 5.6
> COC(=O)c1ccc(/C=N/NC(=O)c2cccc(F)c2)cc1
→ /, -83.3, -2.5, /, 5.0, -1.6, -12.8, -4.0
> CN(C)S(=O)(=O)Nc1ccc2c(c1)OCO2
→ /, -14.3, -5.2, /, -0.5, /, -24.1, 9.8
> CNC(=O)OCc1ncn(-c2ccccc2)c1COC(=O)NC
→ -3.6, 5.3, -4.2, -6.1, 7.1, -4.0, 2.3, -1.7
> CCCN(CC(=O)Nc1ccccc1C)C(=O)C1CC(=O)N(Cc2ccccc2)C1 (stereo unspecified)
→ -9.5, -5.8, -3.2, 7.1, 5.2, 3.8, -3.7, /
> CN(C)c1ccc(P(=O)(OC2CCCCC2)C(Nc2ccccc2)c2cccnc2)cc1 (stereo unspecified)
→ 4.2, 15.4, -9.2, 27.0, 3.8, -0.5, /, -4.6
> CC[C@H]1c2[nH]c3ccccc3c2C[C@H]2C(=O)N(c3ccc(F)cc3)C(=O)N21
→ /, 1.8, -20.7, /, 1.3, -1.2, /, -11.1
> O=C(Nc1ccccc1F)N[C@@H]1CC[C@H](CCNC(=O)C2CCCCC2)O[C@H]1CO
→ 3.2, 3.7, 90.2*, -14.6, -1.7, 9.4, -10.1, -16.6
> Cc1cc(Cl)ccc1NC(=O)C1CCCN1C(=O)c1cccs1 (stereo unspecified)
→ -11.4, -1.3, 1.5, 5.2, 1.8, /, 3.9, /

(continued)
Below each SMILES – FN deposit inh, EWS-Fli inh, S100A4 MyoIIA, PAX8 reporter, ERAP1 inh, PglD DTNB, LGR2 inh, PGC1a acetyl inh
> CC(CNC(=O)CN1C(=O)NC2(CCCCC2C)C1=O)c1ccccc1 (stereo unspecified)
→ 17.0, 0.3, 3.1, -9.0, -0.4, /, 0.3, /
> CCC(=O)Nc1ccc(Nc2nc(Cl)nc(Nc3ccc(NC(=O)CC)cc3)n2)cc1
→ -11.5, 7.4, 2.9, 1.4, 0.2, /, 4.1, /
> CN(Cc1cccs1)C(=O)Cn1cnc2ccccc2c1=O
→ 5.4, -8.8, 2.4, -9.1, 0.2, /, 9.8, /
> COC(=O)c1ccc2cc(OC)cc([N+](=O)[O-])c2n1
→ -0.9, 0.5, -1.9, 4.5, -10.9, /, -2.5, /
> COc1cc(/C=C2\SC(=Nc3cccnc3)NC2=O)cc(OC)c1OC
→ -8.1, 14.4, 36.8, -8.8, 1.4, 9.6, 2.6, 6.8
> COc1ccc(C(O)(CC(C)C)C(CN2CCOCC2)c2ccccc2)cc1 (stereo unspecified)
→ 0.0, 13.0, -3.6, -8.9, -5.0, -6.7, -6.9, -18.4
> Cc1cc(CNC(=O)c2cccnc2Cl)c2ccccc2n1
→ /, 6.2, -1.6, 7.8, 3.5, -0.7, 8.0, 8.1
> C[C@H](CO)N1C[C@H](C)[C@H](CN(C)S(=O)(=O)c2cccc(F)c2)Oc2ncc(C#CC3(O)CCCC3)cc2C1=O
→ -8.0, 6.5, -1.0, /, -5.9, 1.7, 6.5, -3.5
> Cc1ccc(-c2c(NC(=O)C(C)C)n(C)c3ccccc3c2=O)cc1
→ -0.7, 4.5, -1.6, 14.4, -6.5, -2.7, 4.1, 0.9
> O=C1c2ccccc2C(=O)N1c1cccc2ccccc12
→ -5.7, -5.4, 0.4, 37.1, -0.1, 8.2, 1.5, /
> Cc1cccc(-c2cc3nc4c(c(N5CCCC(O)C5)n3n2)CCC4)c1 (stereo unspecified)
→ -0.9, /, /, /, /, -5.2, -14.1, 4.5
> CCN(CC)S(=O)(=O)c1cccc(-c2nnc(SCC(=O)N3CCC(C(=O)O)CC3)n2N)c1
→ -11.1, 4.2, 4.5, -8.0, -5.0, /, 3.6, 9.5
> O=C1/C(=C/c2c[nH]c3ccccc23)CCC/C1=C\c1c[nH]c2ccccc12
→ -7.3, /, /, 21.4, /, -6.6, 9.4, /
> O=C(Nc1ccccc1C(=O)NCCCN1CCOCC1)c1ccc(Cl)cc1
→ -12.1, 0.6, -0.6, /, 1.8, -2.0, 10.9, -0.8
> O=C(C[C@H]1CC[C@H]2NC[C@H](O)COC[C@@H]2O1)Nc1nccs1
→ -6.8, 3.3, -2.5, 8.6, -2.1, -0.2, -1.0, 15.6
> COCCN1C(=O)[C@H]2C[C@@]13O[C@H](c1ccc(C(F)(F)F)cc1)N=C3C[C@H](c1ccccc1)[C@H]2C
→ 12.6, 11.5, -10.8, -2.7, -0.9, /, 1.4, /
> COc1cccc(CN(C)C(=O)c2ccc(C)c(S(=O)(=O)N3CCCCC3)c2)c1
→ 3.5, 4.8, 0.9, 10.0, -0.5, 0.6, 7.6, 8.8
> CC1(C(=O)Nc2ccc3ccccc3c2)CCC(=O)N1CC(F)(F)F (stereo unspecified)
→ -5.0, -9.9, -0.6, -5.7, 1.0, 2.0, 1.9, 5.6
> CCOC(=O)c1cc2sccc2n1CCCN1C(=O)c2ccccc2C1=O
→ /, 4.7, 0.1, /, -2.5, -1.5, 4.7, -27.8
> CCn1ncc(Br)c1C(=O)Nc1nccs1
→ 6.9, /, /, /, /, -2.0, 14.5, 9.6
> O=C(COC(=O)c1ccco1)NCc1ccc(Cl)cc1Cl
→ 0.2, 2.3, 3.7, -6.9, -4.1, -2.6, -21.3, -2.3
> CC1(C(=O)Nc2cccc3ccccc23)CCN1C(=O)Cc1ccc(Cl)cc1Cl (stereo unspecified)
→ 0.6, 8.8, -3.4, 12.1, -0.5, 2.1, 3.2, -21.8
> CCCS(=O)(=O)c1nc(S(=O)(=O)c2ccc(C)cc2)c(NCCCN(C)C)s1
→ 7.7, 1.6, -4.6, 17.8, /, /, -1.4, /
> CCN(CC)S(=O)(=O)c1ccc2c(c1)nc(SCC(=O)N(C)C1CCS(=O)(=O)C1)n2CC (stereo unspecified)
→ 2.9, 6.5, -0.6, 4.6, 3.1, /, 9.3, /
> CN1Cc2cccc3c2C(Cc2ccccc2S3)C1 (stereo unspecified)
→ /, 9.2, -0.7, 19.6, 5.9, /, 23.2, /
> O=c1c([N+](=O)[O-])cccn1Cc1ccccc1Cl
→ /, -2.1, 9.9, -7.1, 2.5, 0.4, -8.0, 4.9
> O=C1CC(c2ccccc2)c2ccccc21 (stereo unspecified)
→ 4.4, -4.8, 2.3, 0.3, 5.2, /, /, -8.8
> CCCOc1ccc(F)cc1-c1cc(C(=O)NCc2ccccc2OC)[nH]n1
→ -5.0, 9.1, 3.2, 1.1, 2.6, -4.0, -9.9, -6.5
> C=CCOc1ccc(C2=NO[C@@H]3[C@@H]4C[C@@H]([C@H]5C(=O)N(C)C(=O)[C@@H]45)[C@H]23)cc1
→ -1.1, -6.5, -0.4, 0.6, 1.4, -2.4, /, 5.3
> CCOc1ccc(N(CC(=O)NC2CCCCC2)S(=O)(=O)c2c(C)noc2C)cc1
→ 2.0, 5.2, -6.4, 0.7, /, 6.1, 3.4, /
> COc1cc(CNC[C@H]2O[C@@H](n3cnc(C(N)=O)n3)[C@H](O)[C@@H]2O)ccc1OCc1cccc(Cl)c1
→ -3.7, -15.7, -8.7, -18.2, -6.3, 6.8, 6.3, /
> CCCNC(=O)NC1CCCCCCC1
→ -18.9, 2.7, -10.4, -7.2, 4.5, /, -2.5, /

Just FN deposit inh and LGR2 inh, for some of the entries so far:
Molecule,FN deposit inh,LGR2 inh
CC1(C(=O)Nc2ccc3ccccc3c2)CCC(=O)N1CC(F)(F)F (stereo unspecified),-5.0,1.9
CCOC(=O)c1cc2sccc2n1CCCN1C(=O)c2ccccc2C1=O,/,4.7
CCn1ncc(Br)c1C(=O)Nc1nccs1,6.9,14.5

High-throughput results as filed in PubChem BioAssay.
